# High-throughput results from PubChem.
# ADAM17 inh = inhibits human ADAM17. P78536. AID 720648. recombinant ADAM17, EDANS/DABCYL FRET peptide cleavage. actives 0.83% (n = 370,000). inhibition, % at 6.95 µM;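 active means inhibition above the mean of compounds lying between control limits plus 3 SD, set per campaign, cut at about 8.5% in these data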;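 further: 0% = DMSO-only wells as the low control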
# DDE Tn7 FP inh = disrupts Tn7 cyclic peptide binding to fibrin D-Dimer-E complex; inhibition, % at 8.3 µM; actives 0.13% (n = 370,000); P02675; FP displacement of FITC-Tn7 peptide from fibrin DD(E); 0% = median of compound wells per plate; AID 720508;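 active means inhibition above the mean of compounds falling within the control limits plus 3 SD of them, cut at about 14% in these data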;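 further: 0% = plate median of compound wells and 100% = 10 µM Aha-Tn7 peptide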
# Target sequence (P02675 whole entry, looked up): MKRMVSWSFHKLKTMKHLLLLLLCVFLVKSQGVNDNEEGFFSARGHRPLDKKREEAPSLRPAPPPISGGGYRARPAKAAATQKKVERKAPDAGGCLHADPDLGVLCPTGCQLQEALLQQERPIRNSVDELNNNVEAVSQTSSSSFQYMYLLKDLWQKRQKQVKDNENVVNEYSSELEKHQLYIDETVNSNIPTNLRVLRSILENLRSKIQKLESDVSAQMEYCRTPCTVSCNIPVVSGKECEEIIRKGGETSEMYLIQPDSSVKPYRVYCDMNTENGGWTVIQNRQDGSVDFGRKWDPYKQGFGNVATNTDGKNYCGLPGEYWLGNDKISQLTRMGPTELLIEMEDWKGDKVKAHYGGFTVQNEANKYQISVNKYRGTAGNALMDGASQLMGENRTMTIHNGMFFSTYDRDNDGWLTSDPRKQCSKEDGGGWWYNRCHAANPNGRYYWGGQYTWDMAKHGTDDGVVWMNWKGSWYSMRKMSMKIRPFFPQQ
#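 Measure: % inhibition scaled between sample-field median and high-control FP; Test system: human fibrin DD(E); Quantity: 2 µM final DD(E) protein; Doses: one dose, 8.3 µM nominal; Schedule: compound with protein 10 min, then 3 h after probe, room temperature; Detection: fluorescence polarization; Medium: Tris buffer with calcium and detergent, pH 7.8.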
# Tn6 DDE FP = disrupts Tn6 cyclic peptide binding to fibrin D-Dimer-E complex. Fibrin DD(E) TRITC-Tn6 fluorescence polarization displacement. inhibition, % at 8.3 µM. actives 0.21% (n = 370,000);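 active means inhibition above a per-campaign cutoff: mean of compounds within control limits plus 3 SD, cut at about 15% in these data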;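 further: 0% = median of all compound wells on the plate and 100% = blocking peptide control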
# LEDGF integ inh = blocks HIV-1 LEDGF/p75-dependent DNA integration; AID 743269; actives 0.64% (n = 370,000); inhibition, % at 3.7 µM; TR-FRET IN-LEDGF/p75 DNA integration, Eu/Cy5;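 active means inhibition above the screen-wide mean plus 3 SD, cut at about 13% in these data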;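 further: signal is the Cy5 over europium emission ratio at 671 and 618 nm; 0% = plate median of compound wells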
# TDP2 inh = blocks human TDP2 phosphodiesterase activity; recombinant TDP2, T5PNP hydrolysis, p-nitrophenol absorbance 415 nm; inhibition, % at 12.8 µM; actives 0.34% (n = 370,000); AID 720702;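 active means inhibition above the mean of all tested compounds plus 3 SD, set per campaign, cut at about 25% in these data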;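 further: 0% = DMSO with enzyme and 100% = buffer with substrate but no TDP2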
#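 Incubation: 2 h at 37 °C; Test system: recombinant human TDP2; Quantity: enzyme 120 nM; Read-out basis: percent inhibition; Medium: 50 mM Tris-HCl pH 7.5 with Mg2+, KCl, DTT, BSA; Repeats: single replicate; Compound: 12.8 µM single point, 1% DMSO; Signal: epi absorbance; Reagent: 5 mM T5PNP chromogenic substrate; Benchmarks: no-enzyme high, DMSO-plus-enzyme low.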
# ASAP1 inh = ASAP1 ArfGAP inhibition; Q9ULH1; ASAP1-stimulated ARF1 GTP hydrolysis, GDP FP detection; inhibition, % at 16.5 µM; actives 0.19% (n = 360,000); AID 624377; in the data active means inhibition above about 25%;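 further: 0% = vehicle with enzyme and substrate and 100% = no enzyme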
# Target sequence (Q9ULH1 325-724 limits assumed): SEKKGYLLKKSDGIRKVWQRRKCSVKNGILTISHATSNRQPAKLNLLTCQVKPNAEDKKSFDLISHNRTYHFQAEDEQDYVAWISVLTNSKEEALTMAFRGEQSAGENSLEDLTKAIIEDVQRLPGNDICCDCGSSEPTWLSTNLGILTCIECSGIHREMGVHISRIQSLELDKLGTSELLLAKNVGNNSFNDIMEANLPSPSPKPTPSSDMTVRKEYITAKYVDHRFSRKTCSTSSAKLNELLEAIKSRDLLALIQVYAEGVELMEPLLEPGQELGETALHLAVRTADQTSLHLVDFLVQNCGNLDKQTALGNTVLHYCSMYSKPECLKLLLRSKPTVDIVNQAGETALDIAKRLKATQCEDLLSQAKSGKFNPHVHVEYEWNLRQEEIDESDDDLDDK
# PLCg1 inh = PLC-gamma1 (human) inhibition, primary screen. purified PLC-gamma1, fluorogenic substrate, fluorescence. actives 0.84% (n = 370,000). inhibition, % at 12.2 µM. P19174; in the data active means inhibition above about 9.5%
# ARFGAP1 inh = inhibitors of rat ARFGAP1; Q62848; Arfgap1-stimulated ARF1 GTP hydrolysis, GDP FP detection; inhibition, % at 16.5 µM; actives 0.26% (n = 360,000); AID 651572;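 active means inhibition above a per-plate limit, mean inhibition of low control wells plus 3 SD, cut at about 25% in these data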;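 further: 0% = DMSO wells with enzyme and 100% = wells lacking Arfgap1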
# Target sequence (Q62848 1-136 limits assumed): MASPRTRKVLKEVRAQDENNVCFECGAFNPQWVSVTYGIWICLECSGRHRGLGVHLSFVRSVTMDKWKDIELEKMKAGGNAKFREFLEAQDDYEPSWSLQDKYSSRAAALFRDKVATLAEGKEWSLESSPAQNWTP
#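 Material: rat Arfgap1 catalytic domain, aa 1-136; also added: human ARF1(Δ1-17)-GTP substrate; compound dosing: one concentration, 16.5 µM, DMSO 1.26%; incubation: GTP hydrolysis reaction 2 h at 25 °C; measured by: Tracer-displacement fluorescence polarization with EDTA stop, 620/688 nm; evaluation: % inhibition from polarization; repeats: one replicate per compound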
# proKLK7 act = activators of human kallikrein-7 zymogen | P49862 | purified proKLK7, EDANS-DABCYL substrate fluorescence; 100% is mature enzyme control, 0% vehicle | activation, % at 7 µM | actives 0.9% (n = 370,000) | AID 652039;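 active means activation above the mean of all tested compounds plus 3 SD, computed per campaign excluding outliers beyond control limits, cut at about 13% in these data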
# ADAM10 inh = ADAM10 inhibition, QFRET primary screen. recombinant ADAM10, EDANS/DABCYL FRET peptide cleavage, 3 h. inhibition, % at 7 µM. actives 0.62% (n = 370,000);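 active means inhibition above a per-campaign cutoff equal to the mean of compounds falling between control-based bounds plus 3 SD, cut at about 20% in these data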;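 further: 0% = DMSO wells while the 100% control is not disclosed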
# * marks the source's active call; other numbers are inactive results; i = inactive; / = not tested or not shown. Outcome played no part in choosing rows; any-hit rate near 4.2%.
SMILES,ADAM17 inh,DDE Tn7 FP inh,Tn6 DDE FP,LEDGF integ inh,TDP2 inh,ASAP1 inh,PLCg1 inh,ARFGAP1 inh,proKLK7 act,ADAM10 inh
COc1cccc(C2C(C(N)=O)=C(C)Nc3nc(CCCO)nn32)c1OC (configuration not stated),-15.1,-9.3,-4.6,-3.0,4.1,4.7,-5.0,-6.5,0.1,-57.4
CCOC(=O)C1CCN(Cc2cc(=O)n3c(-c4ccccc4)csc3n2)CC1,4.0,3.0,4.2,2.3,6.8,-8.3,-7.2,5.1,0.0,-8.6
O=C(CN1CCN(S(=O)(=O)c2ccc3c(c2)OCCO3)CC1)Nc1ccccc1Br,2.3,-4.2,-8.2,2.6,2.9,0.5,0.0,0.7,-0.4,-5.8
COc1ccccc1OCCCOc1cccc(/C=C2\SC(=O)NC2=O)c1,0.5,0.2,-5.2,0.5,10.6,-5.7,-2.6,-10.2,-0.1,4.8
Cc1cc(S(=O)(=O)N2CCCC2)ccc1OCC(=O)Nc1ccc(C(N)=O)cc1,-1.1,-5.2,2.8,1.2,4.6,9.5,1.1,2.1,0.8,-1.5
C(=N\n1cnnc1)/c1nc2ccccc2[nH]1,-235.0,-8.7,3.9,-3.1,-18.1,2.1,i,-4.6,-117.0,i
CCCNC(=O)C(Cc1cccc(Cl)c1)NC(=O)c1ccc(C#N)cc1 (configuration not stated),0.0,4.1,1.3,1.7,0.2,-0.9,2.9,-8.1,0.0,-1.7
Cc1ccc(CN(C(=O)c2ccco2)C2CCS(=O)(=O)C2)cc1 (configuration not stated),-1.7,-9.4,-0.8,-0.1,3.7,1.6,0.3,6.0,-0.2,5.0
Cc1ccc(-n2c(Cc3cccn3C)nnc2SCC(=O)N2CCN(c3ccccc3)CC2)cc1,-3.7,-3.9,-6.3,0.3,-4.8,3.1,-3.1,13.9,1.5,1.8
O=S(=O)(c1ccccc1)N(CC(O)CN1CCCC1)c1ccccc1 (configuration not stated),-5.6,-3.4,-4.2,-2.8,-19.3,10.1,0.4,6.9,0.1,-5.2
CCOC(=O)N1CCN(C(=O)c2[nH]c(C(F)(F)F)nc2-c2ccccc2)CC1,0.6,-4.9,-2.0,-0.8,4.5,0.8,1.8,16.0,-0.1,-7.3
CCc1ccc(NC(=O)C2CCN(S(=O)(=O)c3c(C)noc3C)CC2)cc1,-3.8,-6.2,-6.3,4.0,-7.4,-10.4,4.7,0.3,0.1,8.0
O=S(=O)(c1ccc(OCC(O)CN2CCC(Cc3ccccc3)CC2)cc1)N1CCOCC1 (configuration not stated),0.0,-11.1,-2.3,0.3,3.5,-5.2,3.9,13.5,-0.3,-8.2
CC1CCCC(NC(=O)c2ccc3c(SCC(=O)O)c4c(nc3c2)CCC4)C1C (configuration not stated),-3.4,2.6,-1.6,0.7,11.9,-3.2,-0.6,-5.2,0.2,-1.2
Cc1cc(NC(=O)C(C)SCC(=O)Nc2ccc(SC(F)F)cc2)no1 (configuration not stated),-0.4,0.6,-1.1,5.1,3.6,5.5,1.1,-3.2,0.4,-4.3
Cc1sc2ncnc(N3CCC(C(=O)Nc4nc5ccc(Cl)cc5s4)CC3)c2c1C,-3.3,-4.7,-1.8,1.5,20.9,-6.0,-3.6,2.4,-0.1,-7.5
CCCCOc1ccc(-c2nnn(C(C)C(=O)OCC)n2)cc1 (configuration not stated),0.9,1.6,2.6,-2.8,0.9,-1.4,0.0,-5.2,-0.2,7.6
O=C(CSc1nnc(-c2ccc(Cl)cc2)n1CC1CCCO1)NC1CCS(=O)(=O)C1 (configuration not stated),-2.1,1.1,6.5,-0.5,11.2,-4.0,2.9,-8.3,0.3,-2.8
COCCCN1C(=O)c2ccc(C(=O)Nc3ccc(OC)cc3OC)cc2C1=O,-1.2,1.8,2.6,-2.8,-3.0,0.6,0.3,-5.6,0.1,4.6
Cc1cnc(C(=O)OCC(=O)Nc2ccc(Br)c(C)c2)cn1,-4.9,-8.6,9.4,-2.5,-7.4,0.4,2.9,6.4,-0.3,-16.9
c1ccc(Cn2c(SCC3CCCCC3)nnc2-c2cccnc2)cc1,-3.3,6.0,-4.5,-0.9,6.5,/,-1.9,/,-0.3,0.5
CN(C)S(=O)(=O)c1ccc(Cl)c(NC(=O)COC(=O)C2CCCO2)c1 (configuration not stated),-6.2,-1.0,5.3,-1.3,16.6,-12.5,0.2,-5.8,-0.1,-1.4
COc1ccc(S(=O)CC(=O)Nc2ccc(Cl)cc2Cl)cc1 (configuration not stated),0.1,-1.4,0.6,2.5,3.6,5.5,0.2,3.0,0.1,1.3
O=C(COC(=O)c1ccncc1)NCCCc1ccccc1,-4.2,-3.2,1.5,-1.0,-5.3,-4.8,-4.2,-5.4,0.5,-12.3
Cc1nnc(SCC(=O)Nc2ccc3c(c2)OCO3)n(N)c1=O,-5.2,5.1,-1.1,-1.4,-2.8,-4.2,1.7,-19.3,-0.2,0.4

# Whole records from above. Values in the order: ADAM17 inh	DDE Tn7 FP inh	Tn6 DDE FP	LEDGF integ inh	TDP2 inh	ASAP1 inh	PLCg1 inh	ARFGAP1 inh	proKLK7 act	ADAM10 inh
# COc1cccc(C2C(C(N)=O)=C(C)Nc3nc(CCCO)nn32)c1OC (configuration not stated) as listed: -15.1	-9.3	-4.6	-3.0	4.1	4.7	-5.0	-6.5	0.1	-57.4
# O=S(=O)(c1ccc(OCC(O)CN2CCC(Cc3ccccc3)CC2)cc1)N1CCOCC1 (configuration not stated) as listed: 0.0	-11.1	-2.3	0.3	3.5	-5.2	3.9	13.5	-0.3	-8.2

# The list goes on.
SMILES,ADAM17 inh,DDE Tn7 FP inh,Tn6 DDE FP,LEDGF integ inh,TDP2 inh,ASAP1 inh,PLCg1 inh,ARFGAP1 inh,proKLK7 act,ADAM10 inh
O=C(N1CCOCC1)N1CCN(C(c2ccccc2)c2ccccc2)CC1,-4.8,3.1,1.9,3.1,-13.3,5.4,3.4,-3.5,0.9,-4.1
CN(C)CCCNC(=O)OC1CC2CC1[C@H]1CCCCN1C2=O (some centres not stated),-4.8,-10.4,4.4,-6.0,7.3,-9.4,1.0,3.7,-0.2,-5.6
COc1ccc(CN(CC2CCCO2)C(=O)CN2C(=O)C(C)Oc3ccc(C)cc32)cc1OC (configuration not stated),-1.5,-4.6,-0.1,2.9,-1.2,4.9,-1.8,2.7,0.0,-1.0
CC(=O)Nc1ccc(S(=O)(=O)Nc2nc3ccccc3nc2Nc2cccc(S(N)(=O)=O)c2)cc1,-21.6,-1.6,-7.3,-1.6,-7.7,16.4,-47.3,15.9,0.2,-25.9
Cc1cc(C(=O)OCC(=O)N2CCN(c3ccccc3)CC2)c2ccccc2n1,-8.1,3.8,-8.7,0.8,-4.4,-3.7,-5.9,2.8,0.2,-6.8
CCOC(=O)C1CCCN(CCC(=O)Nc2cc(C)ccc2C)C1 (configuration not stated),-0.5,-3.7,1.8,3.4,0.0,17.1,-1.1,0.7,-0.3,1.7
COc1ccc(OC)c(N/C=C/C(=C(C#N)C#N)N(C)C)c1,-2.5,1.8,10.0,-2.5,2.3,5.5,-1.6,1.4,-0.5,2.8
Cc1ccccc1N=C1NC(=O)/C(=C/c2cccn2C)S1,9.9*,4.4,-0.9,5.4,-28.2,-9.4,-2.4,12.7,-0.4,27.4*
O=C(Nc1cccnc1)c1ccc(COCC(F)(F)F)cc1,-2.1,-3.4,3.3,-0.2,2.0,-1.6,1.7,4.6,0.2,-0.7
Cc1cccc(N2C(=NC(=O)c3ccccc3)SC3CS(=O)(=O)CC32)c1 (configuration not stated),-3.8,-1.1,-7.6,1.9,-1.2,-3.8,-1.7,2.1,0.6,4.1
CCCNC(=O)Nc1ccc2c(c1)nc(C)n2C,-4.9,3.9,-6.4,3.3,4.0,11.7,0.1,3.2,0.1,-6.6
N/C(=N\OC(=O)c1ccco1)c1ccccc1,1.4,6.0,-5.6,-6.4,-14.7,-2.1,-0.6,0.6,0.5,-0.6
Cc1onc(-c2ccccc2)c1C(=O)Nc1c(C)n(C)n(-c2ccccc2)c1=O,-1.3,7.1,-3.8,2.6,-1.0,-9.8,4.2,8.4,0.3,-7.2
COc1ccc(N2CCN(c3ccc(NC(=O)NN)cc3)CC2)cc1,-0.9,4.7,-1.5,1.5,9.2,14.6,2.6,5.6,0.3,-0.3
Cc1cc(C)n2nc(SCc3cccc(S(=O)(=O)N(C)C)c3)nc2n1,-1.1,-2.0,-7.0,4.5,14.7,1.3,3.0,-2.1,0.1,-6.2
Cc1csc(NC(=O)CCC(=O)c2cccs2)n1,-11.2,4.0,-2.4,2.6,-4.5,6.4,-11.4,-8.9,-0.8,-18.9
CCCc1cc(C(=O)Nc2cc(C)nn2-c2ccccc2)no1,-3.5,9.6,1.3,-2.9,4.5,-3.3,4.0,-7.5,0.0,-18.6
CN1CCN(C(=O)c2cccc(-c3ccc4nccn4c3)c2)CC1,-2.9,2.2,4.5,-3.1,-1.0,6.8,0.2,-2.8,-0.5,-14.2
COc1ccc(N(CC(=O)NC2CCCC2)C(=O)CCC(=O)Nc2cc(C)on2)cc1,0.3,0.6,-0.7,-1.5,-7.8,-11.4,2.4,-6.8,0.1,-7.9
COc1ccc(N(CC(=O)NCc2ccccc2OC)S(=O)(=O)c2ccccc2[N+](=O)[O-])c(OC)c1,-0.4,-6.3,11.0,-4.0,-4.2,1.4,2.9,0.8,-0.1,1.9
Cc1ccc([C@H]2C[C@@H](n3cc(COC(=O)c4ccccc4)nn3)[C@H](O)CN2CC2CCCCC2)cc1,-2.0,-10.1,-8.0,0.1,-1.8,2.0,-2.3,-2.2,-0.3,-1.7
O=C(Nc1ccccc1C(=O)N1CCOCC1)C1CC(=O)N(c2ccc(F)cc2)C1 (configuration not stated),-0.9,-2.8,-5.9,3.5,4.3,3.9,0.5,0.8,0.5,-4.0
CCOC(=O)c1[nH]c(C)c(C(=O)/C=C/c2ccc(C(=O)O)cc2)c1C,-0.2,-2.9,-8.8,1.7,14.6,1.6,0.5,4.5,0.1,-0.9
CCn1c(=O)cc(SCC(=O)N2CCC(C)CC2)c2ccccc21,-8.4,2.9,1.6,-0.3,-3.7,19.2,0.4,1.8,-0.3,-7.0
CCN(CC)S(=O)(=O)c1cccc(C(=O)N/N=C/c2cccc(O)c2O)c1,4.3,-5.4,-2.5,-11.5,-15.1,8.1,-15.7,7.7,-0.8,10.8
COc1ccc2[nH]c3c(c2c1)CCN1C(=O)C(CC(=O)NCCc2ccccn2)C[C@H](C(=O)N2CCOCC2)[C@@]31C (some centres not stated),-0.1,1.2,-0.8,4.3,-1.8,-0.7,0.0,14.0,0.6,-2.0
